PAD4 inh – blocks human protein arginine deiminase 4 | Q9UM07 | 330,000 tested, 0.41% active | inhibition, % at 6.36 µM | recombinant PAD4, RCA probe fluorescence polarization | AID 485272;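 active means percent inhibition above a cutoff equal to the mean of all tested compounds plus 3 SD, cut at about 15% in these data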;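 further: 0% = PAD4 with RCA probe and DMSO and 100% = probe without PAD4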
LYPLA1 inh – counter-screen for PME1 inhibitors: inhibitors of human LYPLA1. recombinant LYPLA1, FP-Rh probe fluorescence polarization. inhibition, % at 5.9 µM. 320,000 tested, 0.16% active. AID 2174;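 active means inhibition above the mean of all tested compounds plus 3 SD, set per campaign, cut at about 14% in these data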;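 further: inhibitors block serine hydrolase probe labeling of LYPLA1 so polarization falls; 0% = enzyme with DMSO and 100% = wells lacking LYPLA1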
Target sequence (O75608 whole entry, looked up): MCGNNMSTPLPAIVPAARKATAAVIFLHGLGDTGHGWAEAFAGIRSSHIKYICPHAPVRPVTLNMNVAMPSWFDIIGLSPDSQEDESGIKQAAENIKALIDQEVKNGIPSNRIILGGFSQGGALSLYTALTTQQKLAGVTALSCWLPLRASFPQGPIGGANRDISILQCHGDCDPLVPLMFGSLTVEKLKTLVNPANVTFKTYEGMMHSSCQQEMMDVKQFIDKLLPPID
PAFAH1B3 inh – blocks human PAF acetylhydrolase 1B catalytic subunit 3; Q15102; recombinant PAFAH1B3, FP-rhodamine probe, fluorescence polarization; inhibition, % at 3.39 µM; 340,000 tested, 0.28% active;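 active means inhibition above the screen-wide average of all tested compounds plus 3 SD, cut at about 25% in these data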;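 further: 0% = enzyme with DMSO only and 100% = wells lacking PAFAH1B3 protein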
Target sequence (Q15102 whole entry, looked up): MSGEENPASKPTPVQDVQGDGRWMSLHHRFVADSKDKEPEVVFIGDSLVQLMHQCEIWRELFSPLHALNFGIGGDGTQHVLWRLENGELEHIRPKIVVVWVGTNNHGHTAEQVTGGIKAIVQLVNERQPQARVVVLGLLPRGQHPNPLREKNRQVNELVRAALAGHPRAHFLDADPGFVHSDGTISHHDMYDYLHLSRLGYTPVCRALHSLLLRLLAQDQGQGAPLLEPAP
EBNA-1 inh – blocks EBNA-1 binding to DNA. 300,000 tested, 0.34% active. inhibition, % at 14.8 µM. EBNA-1 DNA binding, fluorescence polarization; in the data active means inhibition above about 28%
PAFAH2 FP inh – inhibitors of human PAFAH2; Q99487; recombinant PAFAH2, FP-rhodamine activity probe, fluorescence polarization; inhibition, % at 3.39 µM; 340,000 tested, 0.99% active; AID 492956;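 active means inhibition above the mean over all tested compounds plus 3 SD, cut at about 30% in these data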;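 further: inhibitors block probe labeling of enzyme so polarization drops; 0% = enzyme with DMSO and 100% = wells lacking PAFAH2 protein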
GSTO1 inh – blocks human GSTO1 in RBBP9 counter-screen; recombinant GSTO1, activity-based probe fluorescence polarization; AID 1974; 300,000 tested, 1.1% active; P78417; inhibition, % at 5.96 µM;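 active means inhibition above the campaign mean inhibition plus 3 SD, cut at about 35% in these data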;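 further: 0% = GSTO1-1 with DMSO and 100% = wells lacking GSTO1-1 enzyme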
Target sequence (P78417 whole entry, looked up): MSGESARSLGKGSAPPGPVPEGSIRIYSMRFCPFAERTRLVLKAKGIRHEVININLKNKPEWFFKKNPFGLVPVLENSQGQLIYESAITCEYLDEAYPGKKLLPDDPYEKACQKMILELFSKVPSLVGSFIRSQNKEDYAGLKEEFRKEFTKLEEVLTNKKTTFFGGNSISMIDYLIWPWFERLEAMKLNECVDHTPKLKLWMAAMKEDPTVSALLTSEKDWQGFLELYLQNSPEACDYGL
PREPL inhibitor – inhibits the human prolyl oligopeptidase-like enzyme | recombinant PREPL, fluorescence polarization activity-based probe | inhibition, % at 5.96 µM | 320,000 tested, 0.68% active | AID 2751; in the data active means inhibition above about 43%;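 further: 0% = enzyme with DMSO and 100% = wells lacking enzyme; many of its hits are not listed in these tables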
ZTA DNA inh – counter-screen for EBNA-1 inhibitors: inhibitors of Epstein-Barr virus ZTA. ZTA-DNA binding, fluorescence polarization. AID 2234. P03206. 320,000 tested, 0.15% active. inhibition, % at 11 µM; in the data active means inhibition above about 33%
Target sequence (P03206 whole entry, looked up): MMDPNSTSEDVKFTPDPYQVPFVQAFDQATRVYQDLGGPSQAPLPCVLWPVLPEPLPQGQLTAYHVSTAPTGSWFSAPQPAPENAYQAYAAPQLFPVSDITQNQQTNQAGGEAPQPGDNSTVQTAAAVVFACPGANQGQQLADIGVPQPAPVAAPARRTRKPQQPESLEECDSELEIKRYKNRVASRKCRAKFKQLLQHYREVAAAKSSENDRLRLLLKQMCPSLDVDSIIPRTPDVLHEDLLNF
LYPLA2 inh – LYPLA2 (human) inhibition in PME1 counter-screen; recombinant LYPLA2, FP-Rh probe fluorescence polarization; inhibition, % at 5.9 µM; 320,000 tested, 0.38% active; O95372;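 active means inhibition above the screen-wide mean plus 3 SD, limit set per campaign, cut at about 26% in these data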;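 further: 0% = LYPLA2 with DMSO and 100% = wells lacking LYPLA2 enzyme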
Starred values were filed as active, the others as inactive; / = not tested or not shown; & = joins results of further samples.

Results follow in this order: PAD4 inh, LYPLA1 inh, PAFAH1B3 inh, EBNA-1 inh, PAFAH2 FP inh, GSTO1 inh, PREPL inhibitor, ZTA DNA inh, LYPLA2 inh
- O=C1CC(=O)N(Cc2ccccc2)C(=S)N1
→ -6, -10, -2, 0, 3, 9, -9, -20, -13
- CC(C)C/C(=N/O)c1c[nH]c2ccccc12
→ -3, 2, 6, 3, -1, 12, -23, -4, 1
- CC[N+]12CCC(CC1)C(=C(c1ccccc1)c1ccccc1)C2
→ 0, 7, 10, -4, -2, 3, 10, -6, 1
- CCOC(=O)c1c(C)n(Cc2ccccc2)c2ccc(OCC(O)CN3C(=O)CNC3=O)cc12 (configuration not stated)
→ 2, -2, 7, 10, 11, 5, 19, 4, 1
- O=c1[nH]c(=S)n(-c2ccccc2)c(O)c1C=NCc1ccccn1
→ -3, -1, /, 5, /, 1, -2, -1, 1
- COc1ccc(C2(C#N)CCN(C)CC2)cc1
→ 4, 4, 5, 5, -8, 1, -7, -6, -6
- Cn1cccc1C1CCCN1CC(=O)Nc1ccc(C#N)c(Cl)c1 (configuration not stated)
→ 0, /, 3, /, -2, /, -2, /, /
- COc1ccc(/C=C2\C(=O)NC(=O)N(CCC3=CCCCC3)C2=O)c(OC)c1
→ -17, 3, 0, 4, 29, 22, 9, -2, 0
- Cc1ccc(C(C)C)c(OCC(=O)N2CCN(CC(=O)N3CCOCC3)CC2)c1
→ 1, 1, 5, /, 6, /, -2, 14, 3
- COc1ccc(N2C(=O)/C(=C/c3ccco3)C(=O)NC2=S)cc1
→ -5, -7, 17, -3, 59*, 24, -5, 16, -2

Next section, overlapping the part above by 6 compounds.
Results follow in this order: PAD4 inh, LYPLA1 inh, PAFAH1B3 inh, EBNA-1 inh, PAFAH2 FP inh, GSTO1 inh, PREPL inhibitor, ZTA DNA inh, LYPLA2 inh
- O=c1[nH]c(=S)n(-c2ccccc2)c(O)c1C=NCc1ccccn1
→ -3, -1, /, 5, /, 1, -2, -1, 1
- COc1ccc(C2(C#N)CCN(C)CC2)cc1
→ 4, 4, 5, 5, -8, 1, -7, -6, -6
- Cn1cccc1C1CCCN1CC(=O)Nc1ccc(C#N)c(Cl)c1 (configuration not stated)
→ 0, /, 3, /, -2, /, -2, /, /
- COc1ccc(/C=C2\C(=O)NC(=O)N(CCC3=CCCCC3)C2=O)c(OC)c1
→ -17, 3, 0, 4, 29, 22, 9, -2, 0
- Cc1ccc(C(C)C)c(OCC(=O)N2CCN(CC(=O)N3CCOCC3)CC2)c1
→ 1, 1, 5, /, 6, /, -2, 14, 3
- COc1ccc(N2C(=O)/C(=C/c3ccco3)C(=O)NC2=S)cc1
→ -5, -7, 17, -3, 59*, 24, -5, 16, -2
- C[n+]1c(-c2ccccc2)sc2ccccc21
→ 15*, 3, 6, -5, 4, 3, 2, 3, 2
- CN1C(=O)C(=Cc2ccccc2OCCOc2ccc([N+](=O)[O-])cc2)C(=O)N(C)C1=O
→ -3, 6, 5, -3, 2, -3, 34, -6, 4
- O=C(Cn1cc(C=C2C(=O)NC(=O)NC2=O)c2ccccc21)NCC1CCCO1 (configuration not stated)
→ -3, -5, 6, 1, 3, 6, -10, 12, -6
- C=CCn1cc(C=C2C(=O)NC(=O)NC2=O)c2ccccc21
→ -20, -2, 9, -15, 11, 19, 1, -2, -6
- CS(=O)(=O)c1ccc(C(=O)N2CCC(C(=O)O)(c3ccccc3)CC2)cc1
→ 1, 4, 3, 2, 1, -1, -3, 19, -2
- S=P(Nn1cnnc1)(c1ccccc1)c1ccccc1
→ 1, 2, 4, 7, -11, 1, -17, 4, 10
- O=C(Cn1c(=S)[nH]c2ccccc2c1=O)N1CCC2(CC1)OCCO2
→ 2, -1, 10, 0, -6, -2, 3, 9, 7
- CCOP(=O)(OCC)C(O)c1ccc(OC)cc1OC (configuration not stated)
→ 1, 2, 10, 9, 1, 0, -1, 1, -1
- Cc1cc(C)cc(N2C(=O)NC(=O)/C(=C\C=C\c3ccco3)C2=O)c1
→ -14, -6, 5, 5, 12, -10, -13, 11, -12
- O=c1[nH]c(=O)n(Cc2ccc(F)cc2)c(O)c1C=NCCCN1CCOCC1
→ -6, 2, 6, -15, -5, -1, 6, 0, 8
- CCC(C)(C)n1nnnc1CN1CCC(n2c(C)nc3cc(C(F)(F)F)ccc32)CC1
→ 1, 0, 9, -4, 5, 19, 18, 2, 3
- COC(=O)C1=C(c2ccc(S(C)(=O)=O)cc2)C[C@@H]2CC[C@H]1N2C(=O)NCCS(C)=O (some centres not stated)
→ -4, -3, 9, 5, 8, 7, 4, -5, -3
- CCCN1CCc2cc(O)cc3c2[C@H]1Cc1ccc(O)c(O)c1-3
→ 18*, -8, 12, 15, -7, 89*, 41, 7, 1
- O=P(NS(=O)(=O)c1ccc(Br)cc1)(Oc1ccccc1)Oc1ccccc1
→ -2, -2, 0, 12, 7, 3, -2, 3, 6
- COc1ccccc1CCNCc1cccc(C(F)(F)F)c1
→ 2, 0, 9, 3, 3, -1, 11, -5, 0
- CCCC(C)n1[nH]c(=O)c2c1NC(=O)CSC2c1ccc(OC)c(OC)c1 (configuration not stated)
→ 0, -1, 3, 2, -1, -1, 6, -1, 2
- CC(=NCCC1=CCCCC1)c1c(O)[nH]c(=O)[nH]c1=O
→ 7, 5, -8, 8, 10, 4, 8, -15, 4
- CCOC(=O)c1c(/N=C/c2c(O)n(-c3cccc(C)c3)c(=O)[nH]c2=O)sc2c1CCCC2
→ -10, 1, -5, -6, -8, 6, 5, -10, -2
- O=C(COc1ccc(Cl)cc1)N(c1ccccc1Cl)C1CN2CCC1CC2 (configuration not stated)
→ 1, 0, 8, 4, 1, -1, -26, 2, 4
- COc1ccc(CN2CCNCC2)c(OC)c1OC
→ -2&1, -1&-1, 11&-4, 1&7, 9&-9, 3&5, 9&-2, -1&11, 0&0
- CC(=Nc1ccc2c(c1)CCC2)c1c(O)n(-c2ccccc2)c(=O)[nH]c1=O
→ -3, 3, -1, -6, -5, -4, 13, -6, 4
- COCCNC(=O)CN1C2CCC1CC(O)(c1cccnc1)C2 (configuration not stated)
→ -4, 1, -1, 2, -4, 1, 1, 1, -3
- O=C1CC(N2CC=C(c3ccccc3)CC2)C(=O)N1c1ccc(F)cc1 (configuration not stated)
→ -4, 0, 2, -11, 1, 3, -1, 10, 1
- C=CCN1C(=O)NC(=O)/C(=C/c2ccc(N(C)C)c(Br)c2)C1=O
→ -3, 5, 8, 1, 8, 26, 7, -17, 6
- O=[N+]([O-])c1ccc(CN2CC=C(c3ccccc3)CC2)cc1
→ 2, 2, -6, -3, -4, 6, 18, 4, 5
- Cc1ccc(C)c(C2(O)CC(C)N(C)CC2C)c1 (configuration not stated)
→ 1, 0, -3, -14, -1, 1, 15, -4, -6
- CC(C)CNC(=O)/C=C/C=C/CCCCCC/C=C/c1ccc2c(c1)OCO2
→ -2, /, 10, /, 9, /, -1, /, /
- C[C@H]1C(=O)O[C@@H]2CCN3CC=C(COC(=O)[C@](C)(O)[C@]1(C)O)[C@H]23
→ 0, 2, 11, 6, -5, 0, -2, 19, 4
- CC(=O)OC1C2CCCC1C(N1CCCC1)CC2 (configuration not stated)
→ 3&-2, 0&-1, 5&-2, -13&8, 1&5, 4&2, 2&3, -12&6, 2&-6
- COc1ccc(CNC(=O)CCC(=O)N2C[C@H]3C[C@H](C2)c2cccc(=O)n2C3)cc1OC
→ -3, 4, 14, 3, 7, -8, 3, 1, 7

Later entries
Key to letters – A = PAD4 inh; B = LYPLA1 inh; C = PAFAH1B3 inh; D = EBNA-1 inh; E = PAFAH2 FP inh; F = GSTO1 inh; G = PREPL inhibitor; H = ZTA DNA inh; I = LYPLA2 inh
> COC(=O)C1=C(c2cccc(C#N)c2)C[C@@H]2CC[C@H]1N2C(=O)NCCc1ccccc1
  A: 0 | B: -1 | C: 16 | D: / | E: 4 | F: / | G: -16 | H: -9 | I: -4
> Cc1nn(Cc2ccccc2)c(C)c1C(=O)NC1CCCc2ccccc21 (configuration not stated)
  A: -6 | B: 2 | C: 5 | D: 4 | E: -1 | F: -3 | G: -5 | H: -11 | I: -2
> C[C@]12CCC3C(CC[C@H]4C[C@@H](O)CC[C@]34C)C1CC[C@@H]2O (some centres not stated)
  A: -1 | B: / | C: 3 | D: / | E: 1 | F: / | G: 2 | H: / | I: /
> CN(C)CCN=Cc1c(O)n(C2CCCCCC2)c(=O)[nH]c1=O
  A: -2 | B: 0 | C: 4 | D: -6 | E: 4 | F: -3 | G: -1 | H: 4 | I: 4
> O=c1cccc2n1CC1CC2CN(c2ncnc3c2cnn3-c2ccccc2)C1 (configuration not stated)
  A: -1 | B: 2 | C: -6 | D: 3 | E: 1 | F: 2 | G: -4 | H: -20 | I: 1
> CCN1C(=O)CC(c2cccnc2)=Nc2ccccc21
  A: -1 | B: 0 | C: 6 | D: -9 | E: -3 | F: 0 | G: -11 | H: 3 | I: -5
> CCOP(=O)(OCC)C(O)c1cccc([N+](=O)[O-])c1 (configuration not stated)
  A: -1 | B: -1 | C: 7 | D: -6 | E: 0 | F: 1 | G: 4 | H: 11 | I: 4
> CN[C@H]1C[C@H]2O[C@@](C)([C@H]1OC)n1c3ccccc3c3c4c(c5c6ccccc6n2c5c31)C(=O)NC4
  A: 3 | B: -19 | C: / | D: -1 | E: / | F: -7 | G: 76* | H: -7 | I: -3
> O[C@@H]1CCCC[C@H]1N1CCC(c2ccccc2)CC1
  A: -8 | B: 1 | C: 10 | D: -6 | E: 3 | F: 1 | G: 2 | H: -2 | I: 0
> Cn1c(O)c(/C=N/NC(=O)c2ccncc2)c(=O)n(C)c1=S
  A: 1 | B: -5 | C: / | D: -1 | E: / | F: -22 | G: 1 | H: -1 | I: -8
> O=C(NCCN1CCOCC1)c1ccc(Cl)nc1Cl
  A: 5 | B: 1 | C: -1 | D: 7 | E: -3 | F: 5 | G: -3 | H: 11 | I: 0
> CCOC(=O)c1sc(N=Nc2c(O)[nH]c(=O)[nH]c2=O)c(C(=O)OCC)c1C
  A: -6 | B: -2 | C: / | D: 5 | E: / | F: -1 | G: 6 | H: -2 | I: 0

Quoted at random: 2 compounds from above, in no set order.
Key to letters – A = PAD4 inh; B = LYPLA1 inh; C = PAFAH1B3 inh; D = EBNA-1 inh; E = PAFAH2 FP inh; F = GSTO1 inh; G = PREPL inhibitor; H = ZTA DNA inh; I = LYPLA2 inh
> CCN1C(=O)CC(c2cccnc2)=Nc2ccccc21
  A: -1 | B: 0 | C: 6 | D: -9 | E: -3 | F: 0 | G: -11 | H: 3 | I: -5
> O=C(NCCN1CCOCC1)c1ccc(Cl)nc1Cl
  A: 5 | B: 1 | C: -1 | D: 7 | E: -3 | F: 5 | G: -3 | H: 11 | I: 0

The list is partial. The share of hits here may be higher or lower than overall.
